CYP2C9 act – activators of human CYP2C9. P11712. recombinant CYP2C9, luciferin-H conversion, luminescence; stronger effect = higher value; factor 1 = untreated enzyme, 0 = blocked. activation factor at 5 µM. 1.4% of 96,000 active;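 active = activation factor of 2 or more for CYP2C9 at a 5 µM dose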;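 note: 0 = sulfaphenazole-blocked wells and 1 = vehicle-only wells; values of inactives mirror those of a sister screen read the other way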
CYP2C19 activ – cytochrome P450 2C19 (human) activation | P33261 | recombinant CYP2C19, luciferin-H EGE luminescence; stronger effect = higher value; 0 = fully inhibited enzyme, 1 = untreated enzyme | activation factor at 5 µM | 96,000 tested, under 10 active | AID 1025;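 active = activation factor of at least 2 at 5 µM in the primary screen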;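 note: 0 = wells with 2.5 mM tranylcypromine and 1 = vehicle-only wells; values of inactives mirror those of a sister screen read the other way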
EphB4 antag – antagonists of human EphB4-ephrin-B2 interaction; P54760; EphB4 LBD / TNYL-RAW-Alexa532 peptide, fluorescence polarization; inhibition, % at 7 µM; 0.15% of 97,000 active; AID 720;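 active = inhibition above the screen-wide mean inhibition plus 3 SD, cut at about 15% in these data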;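 note: 0% = DMSO wells and 100% = excess unlabeled TNYL-RAW peptide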
Rev-RRE block – inhibitors of HIV-1 Rev-RRE RNA interaction; 0.79% of 97,000 active; inhibition, % at 8 µM; P05866; Rev peptide-RRE RNA binding, FRET;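 active = inhibition above the screen-wide mean plus 3 SD, cut at about 35% in these data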;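 note: 0% = median DMSO wells and 100% = median Neomycin B control wells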
Target sequence (P05866 whole entry, looked up): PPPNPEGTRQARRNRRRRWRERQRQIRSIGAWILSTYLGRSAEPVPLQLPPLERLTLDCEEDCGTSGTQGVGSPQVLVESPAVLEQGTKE
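Assay system: Rev peptide and RRE RNA, both fluorescently labelled; times: 5 min preincubation and 15 min binding, 25 °C; detection: FRET, ex 480 nm, em 540 and 671 nm; read-out basis: % inhibition from 671/540 nm acceptor-to-donor ratio, scaled between controls; benchmarks: DMSO low control, neomycin B high control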
CYP2C19 inh – inhibitors of human CYP2C19 | CYP2C19 Supersomes, luciferin-H EGE luminescence, 30 min | inhibition, % at 5 µM | 21% of 96,000 active;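 active = CYP2C19 inhibition above a set limit at 5 µM in the primary screen, cut at about 50% in these data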;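 note: plate controls were negative control wells for no effect and 2.5 mM tranylcypromine positive control for full effect; values of inactives mirror those of a sister screen read the other way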
PLAP activator – activators of human placental alkaline phosphatase; purified PLAP enzyme, luminescent substrate read-out; stronger effect = higher value; 1.2% of 96,000 active; activation fold at 20 µM; P05187; in the data active = activation fold above about 2
CYP2C9 inhib – inhibitors of human CYP2C9 | 20% of 96,000 active | AID 777 | CYP2C9 Supersomes, luciferin-H conversion, luminescence | inhibition, % at 5 µM;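 active = blocking of liver enzyme CYP2C9 beyond about 50% at 5 µM, limit read from the data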; note: values of inactives mirror those of a sister screen read the other way
PLK1 PBD inh – inhibitors of human Plk1 polo box domain binding; P53350; Plk1 PBD phosphopeptide binding, fluorescence polarization; inhibition, %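 (tested at about 20 µM)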; 0.13% of 97,000 active; AID 693; in the data active = inhibition above about 34%, passing the limit was not always enough
Target sequence (P53350 whole entry, looked up, the tested form may be a part): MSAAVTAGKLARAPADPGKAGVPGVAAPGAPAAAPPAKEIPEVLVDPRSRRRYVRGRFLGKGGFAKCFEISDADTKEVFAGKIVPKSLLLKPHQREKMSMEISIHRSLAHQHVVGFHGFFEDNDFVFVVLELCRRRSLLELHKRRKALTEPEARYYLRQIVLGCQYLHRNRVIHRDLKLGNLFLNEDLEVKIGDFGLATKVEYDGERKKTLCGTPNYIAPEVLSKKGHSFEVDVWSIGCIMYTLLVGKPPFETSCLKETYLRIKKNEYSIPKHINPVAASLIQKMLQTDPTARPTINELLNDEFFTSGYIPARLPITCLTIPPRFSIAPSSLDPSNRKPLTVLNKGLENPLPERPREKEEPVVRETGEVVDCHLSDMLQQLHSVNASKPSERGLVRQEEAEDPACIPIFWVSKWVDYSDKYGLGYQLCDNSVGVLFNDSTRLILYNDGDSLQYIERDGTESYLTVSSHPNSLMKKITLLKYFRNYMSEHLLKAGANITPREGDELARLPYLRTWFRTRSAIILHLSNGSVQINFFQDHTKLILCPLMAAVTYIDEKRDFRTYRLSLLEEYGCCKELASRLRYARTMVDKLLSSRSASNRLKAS
PLK1 kinase inh – inhibitors of human PLK1 kinase. 0.53% of 97,000 active. recombinant PLK1 kinase, TR-FRET peptide phosphorylation. inhibition, % at 10 µM. AID 619;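 active = inhibition of 50% or more in the single-concentration screen; inactive = inhibition below 50%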;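 note: 0% = DMSO max control and 100% = H-89 dihydrochloride min control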
* hit, by the source's call; . = not tested or not shown.

SMILES	CYP2C9 act	CYP2C19 activ	EphB4 antag	Rev-RRE block	CYP2C19 inh	PLAP activator	CYP2C9 inhib	PLK1 PBD inh	PLK1 kinase inh
COc1ccc(-n2c(COc3ccc(C)cc3)nnc2SCC(N)=O)cc1	0.9	0.8	2.8	1.6	16.3	1	6.7	-20.4	-6.0
CCOC(=O)c1cccc(-n2c(C)nc3ccccc3c2=O)c1	0.9	0.9	6.4	6.4	13.4	1	8.4	6.0	-5.7
O=c1[nH]n(-c2ncnc3c2cnn3-c2ccccc2)c(=O)c2ccccc12	0.9	0.8	.	.	18.2	.	8.6	.	.
Cn1c(CCNC(=O)c2ccc(F)cc2)nc2ccccc21	1.3	0.5	4.8	7.5	47.9	1	-32.3	-20.9	-11.5
CC(=O)Nc1ccc(CN2CCCCCCC2)cc1	0.9	1	-1.0	3.8	0.7	1.1	7.7	-4.5	-6.5
CC1(C)NC(=O)N(CCOCCSc2ccccc2)C1=O	0.6	0.1	1.2	7.3	85.9*	1.2	39.3	-8.9	-5.4
O=C(c1cccc(F)c1)N1CCN=C1SCc1cccnc1	0.2	0.1	-2.1	5.6	91.0*	1	82.3*	-16.3	-13.3
COC(=O)C1=C(C(C)=O)C(c2ccc(C(=O)OC)cc2)n2nnnc2N1 (stereo unspecified)	0.2	0.9	0.5	4.8	11.7	1	82.6*	8.8	-1.4
O=C(NCCNS(=O)(=O)c1ccccc1)N1CCOCC1	1	1.1	4.3	8.0	-5.1	1	1.1	-0.5	-5.4
CC(C)n1nnc2ccccc2c1=O	1.2	1	0.6	6.1	3.2	1.1	-16.7	-0.4	-7.9
O=C(c1ccco1)[C@@H]1[C@@H]2C(=O)N(c3ccc(F)cc3)C(=O)[C@@H]2C2c3ccccc3C=CN21 (stereo partly specified)	0.9	0.9	10.7	41.5*	5.3	1.3	14.6	9.3	-7.6
COc1cc(Nc2ccc(C)cc2)c([N+](=O)[O-])nc1[N+](=O)[O-]	.	.	9.8	0.8	.	.	.	-1.3	-12.8
Cc1ccccc1Oc1ncccc1C(=O)/C(C#N)=C/N(C)C	1	0.7	1.7	5.1	34.9	1	0.9	23.9	-2.0
CCCOc1ccc(-c2cnc(SCC(N)=O)nc2N)cc1	0.8	0.9	-1.7	1.3	12.1	1	21.1	15.9	-8.0
O=C1CCc2cc(S(=O)(=O)N3CCC(C(=O)NCCC4=CCCCC4)CC3)ccc2N1	0.7	0.7	-5.3	8.1	31.0	0.9	26.0	-13.0	-1.9
O=C(c1cccs1)N1CCN=C1SCc1cccnc1	0.7	0.4	2.2	4.1	55.4*	0.9	25.1	14.3	-21.2
CCC(C)C(NC(C)=O)C(=O)NC(=O)NC(c1ccccc1)c1ccccc1 (stereo unspecified)	0.2	0.2	1.7	13.7	77.7*	1.7	79.6*	-8.1	-1.0
O=C(COc1ccccc1)NCCSCc1ccco1	0.4	0.1	-0.3	1.1	85.4*	1.2	62.8*	28.9	-13.0
O=C(COc1ccc(S(=O)(=O)NC2CCCCC2)cc1Cl)Nc1ccc2c(c1)OCO2	0.1	0.5	4.5	24.1	49.8	1	87.1*	-6.1	-4.2
Cc1nn(C)cc1CNC(=O)COc1ccc(Cl)cc1Cl	.	.	4.4	8.4	.	.	.	0.2	9.4
O=C(OCC(=O)N1CCc2ccccc21)c1ccc(Cl)nc1	0.9	0.8	7.1	2.3	17.1	0.9	6.8	3.7	-4.0
Cc1ccc(S(=O)(=O)c2nc(S(=O)(=O)c3ccc(C)cc3)c(NCc3ccco3)s2)cc1	0.8	0.7	1.8	7.4	25.9	1.1	22.3	-6.1	-9.8
O=C1CC(c2ccc(Cl)cc2)CC(O)=C1C=NCCN1CCNCC1 (stereo unspecified)	0.9	1	-6.8	-1.9	-4.3	1.4	7.2	3.1	-7.7
COC(=O)c1c(/N=C/N(C)C)sc2c1CCN(c1ncc(C(F)(F)F)cc1Cl)C2	0.7	0.6	6.7	28.1	37.3	1.5	27.4	6.8	0.1
CCOC(=O)N1CCC(NC(=O)c2cc3ccccn3n2)CC1	0.9	0.9	-1.0	2.3	6.4	1	9.7	3.7	-8.5
O=C(CSc1nnc(CNC(=O)c2cccs2)o1)Nc1ccc2c(c1)OCO2	0.5	0.8	0.1	7.0	15.7	1	48.8	-6.7	-14.2
CCn1c(CNc2ccc(Cl)cc2)nnc1SCc1ccccc1	0.2	0.3	-5.1	11.9	65.5*	1	76.8*	28.4	-11.8
CCOC(=O)CSc1nc2ccccc2c(=O)n1C1CCCC1	0.6	0.8	6.1	8.0	16.2	0.8	36.2	-15.2	-17.1
COC(=O)c1cc2oc(C)cc2n1CC(=O)N1CCCc2ccccc21	0.3	0.3	-3.9	5.0	67.1*	1.3	68.1*	-9.2	-11.4
Cc1cc(=O)oc(C)c1C(=O)N1CCN(c2ccc(F)cc2)CC1	1	0.8	2.5	9.4	17.1	1.2	1.1	-4.6	-29.6
Cc1ccc(C(C(=O)NCc2ccco2)N(CC2CCCO2)C(=O)Cn2nnc3ccccc32)cc1 (stereo unspecified)	0.9	0.8	-5.2	3.2	17.2	1.1	14.4	-12.6	-9.5
O=C1c2ccccc2C(=O)N1OCc1cccc(Cl)c1	1.1	0.2	4.7	0.5	76.0*	0.8	-5.4	-6.8	-14.6
COc1ccc(C2C(C(=O)Nc3cc(C)on3)c3ccccc3C(=O)N2C)cc1OC (stereo unspecified)	0.8	1	11.6	0.9	4.5	1.1	19.4	-36.6	8.2
CCCCOC(=O)CSc1nc2c(c(=O)[nH]c(=O)n2C)n1C/C=C(\C)Cl	0.9	1	-2.6	-2.1	2.5	1	9.5	5.5	-14.9
O=C(c1cccn2c(=O)c3cc(Cl)ccc3nc12)N1CCOCC1	0.8	0.8	0.7	7.8	17.2	1.1	22.6	-7.0	-14.4
COCCc1nnc(NC(=O)Cc2ccccc2)s1	0.6	0.5	.	.	45.5	1.1	44.7	.	.
CCOc1ccc(OCc2ccc(C(=O)Nc3cccnc3)o2)cc1	0.7	0.7	5.7	5.1	27.1	1	28.7	9.4	-7.8
O=C(Cc1ccc(F)cc1)N(c1ccccc1)C1C=CS(=O)(=O)C1 (stereo unspecified)	1.1	0.8	.	.	16.2	1.1	-5.5	.	.
COc1cc(C(=O)OCC(=O)c2c[nH]c3ccccc23)ccc1OCC(=O)N1CCOCC1	0.2	0.5	8.0	16.3	51.0*	1.8	77.5*	10.6	-3.4
CN(Cc1ccccc1)C1CC(=O)N(c2ccc(C(=O)O)cc2)C1=O (stereo unspecified)	1	1	5.4	0.6	-1.1	0.8	1.3	-4.4	-4.6
Cc1ccc2[nH]c3c(NCc4ccco4)ncnc3c2c1	0.6	0.7	5.5	14.5	28.0	0.8	41.1	-25.2	-5.5
CC(=O)O[C@H]1CSC[C@H]1NC(=O)c1ccccc1	1	0.9	-8.1	6.0	8.9	1	4.5	-1.1	-9.6
O=C1CC(=Nc2ccccc2)NN1c1ccccc1	0.2	0.6	0.6	-0.9	35.7	1.3	84.3*	-5.7	-5.7
CCCCc1nc2ccccc2n1Cc1nnc2n1-c1ccccc1SC2	0.1	0.1	-2.0	1.0	90.8*	1.5	92.4*	-27.5	-6.0
Cn1c(=O)oc2cc(S(=O)(=O)N3CCCC(C(=O)Nc4nccs4)C3)ccc21 (stereo unspecified)	0.9	1	-3.1	1.0	4.5	0.9	8.3	-32.9	-3.1
Cc1cccc(N2CC(O)=C(c3nc4ccccc4n3C)C2=N)c1	1.1	0.9	1.5	3.4	10.2	1.8	-5.5	17.9	-6.1
Cc1ccc(S(=O)(=O)N(c2cccc(C)c2)C2CCS(=O)(=O)C2)cc1 (stereo unspecified)	0.9	1.1	-6.3	2.0	-10.2	0.8	7.2	-7.0	-1.9
CC(C)C(=O)Nc1cccc(-c2cnc3ccccc3n2)c1	1	0.9	-1.9	6.7	10.6	0.8	0.8	7.5	2.2
CCn1c(COc2ccccc2C)nnc1SCC(=O)Nc1ccc2c(c1)OCCO2	1	1	-3.4	4.2	0.3	0.9	1.3	14.4	-3.6
COC(=O)c1ccc(CN(c2ccc(C)cc2)S(=O)(=O)c2ccc3c(c2)OCCO3)o1	0.3	0.4	5.0	16.4	59.1*	1.6	73.6*	2.0	0.1
O=C(c1ccc(C#CC2(O)CCCCC2)cc1)N1CCOCC1	1.1	0.9	-0.9	5.0	5.8	1.1	-8.7	1.3	-8.5
CCOC(=O)c1ccc(Nc2ncnc3nc[nH]c23)cc1	0.8	0.9	8.9	5.2	14.0	1.2	20.2	-37.6	67.9*
COc1ccc(OCc2ccc(-c3nc4ccccc4c(=O)n3N)o2)cc1	0.5	0.5	3.7	8.7	51.4*	1	45.5	6.5	-10.4
Cc1ccccc1-n1c(SC/C(O)=C(\C#N)c2nc3ccccc3[nH]2)nnc1-c1ccncc1	0	0.1	.	.	86.3*	1.8	95.1*	.	.
COc1ccc(S(=O)(=O)Nc2ccc3c(c2)OCO3)cc1OC	0.5	0	7.3	9.8	100.0*	1.2	46.8	7.4	6.4
COc1ccc2[nH]c(=O)c(CN(C(=O)c3ccccn3)C3CCCCC3)cc2c1	0.4	1	-9.9	4.7	0.2	1.3	63.3*	-17.3	-7.9
CC(C)CNC(=O)c1cccc(NC(=O)c2ccc(NC(=O)c3ccco3)cc2)c1	0.8	0.9	1.6	9.5	10.5	0.8	21.1	5.5	-9.1
CCn1c(-c2ccccc2)ccc(C#N)c1=O	0.6	0.6	1.9	7.6	39.4	1	44.2	3.7	-2.9
Cn1c(=O)c2[nH]c(-c3cccnc3)nc2n(C)c1=O	1	0.9	2.5	4.1	9.0	1.1	0.0	-10.8	6.0
CN=c1scc(C)n1/N=C/c1ccc2c(c1)OCO2	0.9	0.8	4.7	3.1	17.2	0.8	10.1	-2.8	-8.7

New compounds follow:
SMILES	CYP2C9 act	CYP2C19 activ	EphB4 antag	Rev-RRE block	CYP2C19 inh	PLAP activator	CYP2C9 inhib	PLK1 PBD inh	PLK1 kinase inh
CN(C)S(=O)(=O)c1ccc(Nc2ccc(-c3ccc4c(c3)OCCO4)nn2)cc1	1.1	1.1	6.7	0.9	-13.0	1	-5.5	-1.6	-17.4
Cc1cc(NC(=O)c2cc(-c3cccs3)on2)nn1Cc1ccc(Cl)cc1	1.2	1	2.2	6.4	2.0	1	-17.2	-5.7	-12.1
N/C(=N\OS(=O)(=O)c1ccc(Br)cc1)c1ccncc1	0.4	0.6	-3.1	3.0	37.6	0.8	58.0*	-23.6	-4.5
CCN(CC)S(=O)(=O)c1c(Br)cc(C)cc1Br	2.5*	0.6	2.0	16.2	40.6	0.8	-153.7	-2.2	-5.7
Cc1ccc2nc(-c3cccnc3SCC(=O)N3c4ccccc4CC3C)[nH]c2c1 (stereo unspecified)	0.8	0.9	2.5	1.7	8.2	1.4	15.5	-16.7	-11.8

Bioassay records as filed in PubChem.
